# High-throughput results: PubChem BioAssay, Sanford-Burnham Center for Chemical Genomics
# NLRP3 yeast inh = NALP3 inflammasome inhibitors in reconstituted yeast, primary screen, luminescence, uHTS; Yeast reconstituted NLRP3/ASC/caspase-1, beta-gal luminescence, 24 h; inhibition, % at 10 µM; actives 0.39% (n = 330,000); AID 2825, 2010;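 active = inhibition of 50% or more; inactive = inhibition below 50%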;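 also: plate controls were induced DMSO wells for no effect and uninduced yeast grown without galactose for full effect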
# hIAP act = human IAP activators, primary screen, biochemical, luminescence, uHTS. Intestinal-type alkaline phosphatase (Homo sapiens), P09923. purified human IAP, CDP-Star luminescence, 30 min; active compounds read high; 1 = vehicle-only enzyme, 0 = enzyme-free background. activation factor at 10 µM. actives 0.16% (n = 330,000). AID 2524, 2010;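 active = activation factor of the enzyme at least 2-fold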; also: the source names both 10 and 20 µM as test concentration; values of inactives mirror those of a sister screen read the other way
# Target sequence (P09923 whole entry, looked up): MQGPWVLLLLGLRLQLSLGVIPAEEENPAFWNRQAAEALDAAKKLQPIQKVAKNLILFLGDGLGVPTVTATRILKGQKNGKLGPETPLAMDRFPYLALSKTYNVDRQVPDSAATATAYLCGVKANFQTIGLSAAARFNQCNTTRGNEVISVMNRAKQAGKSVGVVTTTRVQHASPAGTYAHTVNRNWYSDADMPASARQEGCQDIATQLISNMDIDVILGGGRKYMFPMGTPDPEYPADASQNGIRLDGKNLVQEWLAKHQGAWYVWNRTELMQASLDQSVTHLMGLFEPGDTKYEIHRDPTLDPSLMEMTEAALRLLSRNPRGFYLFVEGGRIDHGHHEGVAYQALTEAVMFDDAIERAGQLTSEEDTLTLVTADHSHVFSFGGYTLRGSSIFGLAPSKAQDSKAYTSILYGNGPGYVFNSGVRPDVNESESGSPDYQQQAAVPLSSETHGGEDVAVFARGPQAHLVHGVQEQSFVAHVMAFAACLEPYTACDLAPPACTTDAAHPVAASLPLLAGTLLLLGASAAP
# ATG4B inhibitor = ATG4B protease inhibitors, primary screen, biochemical, fluorescence, uHTS | Cysteine protease ATG4B (Homo sapiens), Q9Y4P1 | ATG4B cleavage of LC3-PLA2, NBD-HPC fluorescence, 1 h | inhibition, % at 8.33 µM | actives 0.51% (n = 340,000) | AID 504462, 2011; in the data active = inhibition above about 40%
# Target sequence (Q9Y4P1 whole entry, looked up): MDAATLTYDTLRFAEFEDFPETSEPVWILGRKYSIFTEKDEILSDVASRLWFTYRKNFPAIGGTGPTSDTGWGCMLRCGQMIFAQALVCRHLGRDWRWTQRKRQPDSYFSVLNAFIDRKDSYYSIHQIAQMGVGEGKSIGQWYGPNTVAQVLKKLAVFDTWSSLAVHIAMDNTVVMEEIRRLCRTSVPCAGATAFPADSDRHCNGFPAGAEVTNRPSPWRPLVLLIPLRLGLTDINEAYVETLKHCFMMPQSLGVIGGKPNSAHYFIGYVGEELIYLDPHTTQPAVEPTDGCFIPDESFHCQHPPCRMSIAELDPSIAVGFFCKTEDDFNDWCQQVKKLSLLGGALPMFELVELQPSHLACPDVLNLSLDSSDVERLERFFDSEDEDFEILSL
# hIAP inh = human IAP inhibitors, primary screen, biochemical, luminescence, uHTS; Intestinal-type alkaline phosphatase (Homo sapiens), P09923; actives 0.12% (n = 330,000); inhibition, % at 10 µM; purified IAP, CDP-Star luminescence, 30 min;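 active = inhibition reaching a set limit with compound at 10 µM in the primary screen, cut at about 35% in these data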;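 also: plate controls were DMSO wells with enzyme for no effect and no-enzyme buffer wells for full effect; values of inactives mirror those of a sister screen read the other way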
# TIM10 inh = growth inhibitors of isogenic TIM10 control yeast, primary screen, counter-screen for tim10-1 yeast inhibitor project, luminescence, uHTS | S. cerevisiae TIM10 strain growth, BacTiter-Glo luminescence, 24 h | inhibition, % at 10 µM | actives 1.4% (n = 330,000);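 active = inhibition of 40% or more at the single tested concentration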;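 also: wild-type TIM10 isogenic control strain grown at permissive 25 °C; 0% = DMSO yeast wells and 100% = minimal medium wells without yeast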
# mIAP block = inhibitors of mouse IAP, primary screen, biochemical, luminescence, uHTS | purified mouse IAP, CDP-Star luminescence, 30 min | inhibition, % at 10 µM | actives 0.2% (n = 330,000);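 active = inhibition of at least 40% at 10 µM in the primary screen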;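 also: plate controls were DMSO with enzyme for no effect and no enzyme wells for full effect; values of inactives mirror those of a sister screen read the other way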
# mIAP act = activators of mouse IAP, primary screen, biochemical, luminescence, uHTS; intestinal alkaline phosphatase [Mus musculus]; muIAP, CDP-Star luminescence, 30 min; active compounds read high; 1 = vehicle-only enzyme signal, 0 = enzyme-free wells; activation factor at 10 µM; actives 0.24% (n = 330,000); AID 2805, 2010;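 active = activation factor of at least 2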; also: the source names both 10 and 20 µM as test concentration; values of inactives mirror those of a sister screen read the other way
#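 Assay system: mouse IAP enzyme / Compound: DMSO-dissolved test compounds / Timing: 30 min, room temperature / Measured by: luminescence from enzymatic CDP-Star hydrolysis / Control set: DMSO-only wells, enzyme-free buffer wells as negative control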
# tim10-1 inh = growth inhibitors of tim10-1 mutant yeast, primary screen, luminescence, uHTS; inhibition, % at 20 µM; AID 463190, 2010; S. cerevisiae tim10-1 ts strain growth, BacTiter-Glo, 24 h; actives 2.2% (n = 330,000);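 active = inhibition of at least 40%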;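 also: mutant grown at 25 °C; 0% = DMSO wells with yeast and 100% = wells holding no yeast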
# Apaf1 inhib = inhibitors of human Apaf-1 apoptosome, primary screen, biochemical, DEVD-Rh110 fluorescence, uHTS; reconstituted apoptosome caspase-3 activity; inhibition, % at 20 µM; actives 0.71% (n = 330,000); AID 489030, 2010; active = inhibition of at least 40% at 20 µM;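 also: plate controls were DMSO wells for no effect and DEVD-CHO caspase inhibitor wells for full effect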
#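 Material: reconstituted apoptosome with Apaf-1, cytochrome c, caspase-9, procaspase-3, dATP; medium: pH 7.5 Hepes buffer with CHAPS, BSA, DTT; also added: cytochrome c and DEVD-Rh110 substrate; timing: 30 min plus 50 min, RT; signal: Rh110 fluorescence intensity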
# The depositor's hits bear a star; x = not tested or not shown.
# The opening 2 compounds, to show the layout:
SMILES,NLRP3 yeast inh,hIAP act,ATG4B inhibitor,hIAP inh,TIM10 inh,mIAP block,mIAP act,tim10-1 inh,Apaf1 inhib
COc1ccc(OC)c(NC(=O)c2c(NC(=O)CNCc3ccco3)sc3c2CCC3)c1,15,1.1,-2,-12,13,0,1,13,17
O=C(CNC(=O)c1cccs1)N/N=C/c1ccco1,13,0.95,3,5,5,5,0.95,-5,-7

# The list itself, repeating the preview:
SMILES,NLRP3 yeast inh,hIAP act,ATG4B inhibitor,hIAP inh,TIM10 inh,mIAP block,mIAP act,tim10-1 inh,Apaf1 inhib
COc1ccc(OC)c(NC(=O)c2c(NC(=O)CNCc3ccco3)sc3c2CCC3)c1,15,1.1,-2,-12,13,0,1,13,17
O=C(CNC(=O)c1cccs1)N/N=C/c1ccco1,13,0.95,3,5,5,5,0.95,-5,-7
CCOc1ccc(C(=O)NC2CCN(CC(=O)NCc3cccs3)CC2)cc1,-2,0.97,0,3,-14,8,0.92,0,-6
COC(=O)c1ccc(=O)n(-c2ccc(OC)cc2)c1,15,1.1,-8,-6,-11,-11,1.1,-2,-5
CCCCN=Cc1c(C)[nH]n(-c2ccccc2)c1=S,29,1,-5,-2,10,4,0.96,-2,-80
CCC(C(=O)NCc1ccco1)N(C(=O)CNS(=O)(=O)c1ccccc1)C1CCCCC1 (centres undefined),2,0.92,-14,8,6,-1,1,-4,-2
Cc1cc(O)cc2c1C(c1ccc(F)cc1)CC1(CC(C)(C)NC(=S)N1)O2 (centres undefined),-5,0.98,-16,2,7,-1,1,-1,14
COc1ccc(CNC(=O)COc2ccc(S(=O)(=O)NC(C)C)cc2)cc1,-3,1,-1,-4,6,7,0.93,-3,-6
CCn1c(CNC(=O)c2ccc(OC)cc2)nnc1SC,9,0.8,-9,20,-6,-4,1,6,-2
COc1ccc(OCC(=O)N/N=C(\C)c2cccs2)cc1,21,1.1,-7,-10,-6,-4,1,-51,-81
COc1ccc2c(c1)c([C@@H]1[C@H](C)[C@H]3CCCC[C@H]3CN1S(=O)(=O)c1ccc(C)cc1)cn2C,x,x,4,x,4,-2,1,15,13
O=C(OCc1nc2ccccc2s1)c1ccc([N+](=O)[O-])o1,15,0.98,-8,2,20,4,0.96,0,69*
CSc1ccc(CCNC(=O)c2ccc(CS(=O)Cc3ccccc3Cl)o2)cc1 (centres undefined),1,0.87,10,13,4,0,1,19,5
CCN(CC(=O)Nc1ccccc1C(F)(F)F)C(=O)CSCc1c(C)noc1C,20,0.91,-6,9,2,5,0.95,11,7
CCc1nc(CN(C)C(=O)C2CCC(=O)N(CCc3cccc(F)c3)C2)no1 (centres undefined),13,1.2,1,-20,-7,2,0.98,-11,-13
Cc1ccc(NC(=O)CSCC(=O)N2CCN(C(=O)c3ccco3)CC2)cc1,10,1.1,-29,-14,7,-7,1.1,1,3
Cc1nnc2n(c1=O)C(CS(=O)(=O)c1ccc3ccccc3c1)CS2 (centres undefined),5,1.1,-4,-8,9,-4,1,4,1
CSCCC1NC(=O)N(CC(=O)Nc2ccc(Cl)c(S(=O)(=O)N3CCOCC3)c2)C1=O (centres undefined),-9,1,-2,-2,-11,2,0.98,-16,8
O=C(CN1CCN(S(=O)(=O)c2ccc(F)cc2)CC1)Nc1ccc2c(c1)OCO2,15,0.94,-4,6,7,0,1,24,-18
CCCCCCCC[n+]1cccc(C(=O)N2c3c(nc(N)[nH]c3=O)NC(C)C2C)c1 (centres undefined),1,0.89,-4,11,-8,-9,1.1,-12,1
O=C(NNC(=O)C1CCCO1)c1ccc(Cl)cc1 (centres undefined),8,1,-4,-2,-2,0,0.99,0,-3
COc1ccc(Cl)cc1NC(=O)c1nnn(CC(=O)Nc2ccc(C)c(C)c2)c1N,47,0.92,-5,8,-17,-6,1.1,-16,-12
O=C(O)C1=C(C(=O)N2CCN(C(=O)c3ccco3)CC2)CCCC1,10,1.2,-3,-20,1,-3,1,2,-6
CCOc1ccc(NC(=O)c2cccc(-n3cnnn3)c2)cc1,-5,1,-8,-2,-17,-12,1.1,4,4
CCN(CC)c1ccc(/C=N/Nc2nn[nH]n2)cc1,22,1.1,-6,-12,19,6,0.94,17,-20
CCCC(=O)c1ccc(N2CCOCC2)c(F)c1,31,1.2,0,-18,-8,9,0.91,-8,0
CSc1ccccc1NC(=O)c1onc(C)c1Cl,15,1.2,3,-17,-14,3,0.97,-10,5
O=S(=O)(Nc1cccc2cn[nH]c12)c1ccc(F)cc1,19,1,10,-3,5,-7,1.1,-1,4
O=C(NC1CCCC1)c1ccc(Cn2c(=O)[nH]c3ccsc3c2=O)cc1,9,0.96,-2,4,-5,-6,1.1,7,-1
CCCCN1C(=O)C(=O)N(CC(=O)Nc2cccc(C(C)=O)c2)C1=O,7,1.2,-12,-18,-1,-18,1.2,13,-3
Cc1ccc(S(=O)(=O)c2cc3c(=O)n4cccc(C)c4nc3n(C3CCCCC3)c2=N)cc1,-8,1.1,-16,-5,-7,-5,1.1,13,4
CCOC(=O)c1oc2nc(C(C)C)c3c(c2c1N)CC(C)(C)OC3,-7,0.85,-11,15,29,-8,1.1,25,5
Nc1nc(NC(=O)CCC(=O)O)nn1-c1ccccc1,17,1.1,5,-9,-6,0,1,-3,-6
CCOC(=O)N1CCN(C(=O)CNC(=O)c2nn(-c3ccc(OC)c(OC)c3)c(=O)c3ccccc23)CC1,-7,1.3,3,-32,-10,-8,1.1,-8,1
Cn1c(=O)[nH]c(=O)c2c1ncn2CCN1CCCCC1,17,0.94,-3,6,-1,5,0.95,-1,-1
Brc1ccc(C2C3=C(Nc4ncnn42)c2ccccc2OC3c2ccncc2)cc1 (centres undefined),-17,1,0,-2,24,0,1,35,30
COc1cc(/C=N/NC(=S)NCC2CCCO2)cc(OC)c1OC (centres undefined),9,1,4,0,9,-4,1,10,-12
C[C@]12C(=O)N(c3ccc(F)cc3)C(=O)N1[C@@H]1c3ccccc3OC[C@@H]1[C@H]2c1ccccc1,12,1.2,9,-18,22,-9,1.1,27,13
COc1ccccc1NC(=O)CSc1nc(O)cc(=O)n1-c1ccccc1OC,-8,0.97,0,3,-10,7,0.93,17,4
CC(C)(C)CC(=O)N1CCN(Cc2ccc3c(c2)OCO3)CC1,25,0.72,0,28,-3,-6,1.1,2,7
CCOc1ccc(N(CC(=O)NCc2ccco2)S(C)(=O)=O)cc1,7,1,-13,-4,-27,-4,1,8,7
COc1ccc(-c2nnn(CC(=O)NCc3ccc4c(c3)OCO4)n2)cc1OC,2,1.1,-7,-12,12,-4,1,-6,2
O=C(NCC1CCCO1)Nc1ccc(Cl)cc1 (centres undefined),22,1,-6,-2,-10,-10,1.1,-21,4
Cc1ccc(CNC(=O)Cc2cn(C)c3ccccc23)cc1,18,1.1,-2,-12,-7,3,0.97,27,10
O=c1sc2ccccc2c(=O)n1Cc1ccccc1F,-5,0.96,6,4,-14,2,0.98,-7,5

# Arranged by molar mass (rising): some entries from above.
SMILES,NLRP3 yeast inh,hIAP act,ATG4B inhibitor,hIAP inh,TIM10 inh,mIAP block,mIAP act,tim10-1 inh,Apaf1 inhib
Cn1c(=O)[nH]c(=O)c2c1ncn2CCN1CCCCC1,17,0.94,-3,6,-1,5,0.95,-1,-1
Cc1ccc(CNC(=O)Cc2cn(C)c3ccccc23)cc1,18,1.1,-2,-12,-7,3,0.97,27,10
CC(C)(C)CC(=O)N1CCN(Cc2ccc3c(c2)OCO3)CC1,25,0.72,0,28,-3,-6,1.1,2,7
Brc1ccc(C2C3=C(Nc4ncnn42)c2ccccc2OC3c2ccncc2)cc1 (centres undefined),-17,1,0,-2,24,0,1,35,30

# Additional entries.
SMILES,NLRP3 yeast inh,hIAP act,ATG4B inhibitor,hIAP inh,TIM10 inh,mIAP block,mIAP act,tim10-1 inh,Apaf1 inhib
O=C(Nc1ccncc1)c1ccc2c(c1)C(=O)N(CC1CCCO1)C2=O (centres undefined),16,1,1,-3,-3,23,0.77,-7,-2
O=C(OCC(=O)N1CCCc2ccccc21)c1ccc(S(=O)(=O)C(F)F)cc1,15,0.89,-6,11,5,3,0.97,28,10
CCc1ccc2nc(SCC(=O)N3CCCCC3)c(C#N)cc2c1,6,1.1,-10,-6,24,8,0.92,27,5
O=S(=O)(Nc1ccccc1)c1ccc(S(=O)(=O)N2CCCC2)cc1,7,0.89,-1,11,5,1,0.99,10,-6
COc1ccc(CCC(=O)N2CC(C)OC(C)C2)cc1 (centres undefined),5,0.98,6,2,7,3,0.97,-7,5
CC(C)(C)c1nc(SCC(=O)c2ccccc2)c2ccccc2n1,1,0.91,51*,9,10,7,0.93,16,21
Cc1c(Cl)cccc1NC(=S)N1CCC(N(C)CC2CCCO2)CC1 (centres undefined),4,1.2,-10,-20,-16,-5,1.1,5,-3
CC1(C)Cc2c(C#N)c(OCC(=O)c3ccccc3)nc(-c3ccoc3)c2CO1,27,0.96,9,4,11,0,1,10,12
COc1ccccc1CNC(=O)c1cc2ccccc2oc1=O,7,1.1,19,-8,8,1,0.99,11,12
CCC(NC(=O)CN1CCN(C(=O)c2cccs2)CC1)c1ccc(C)cc1 (centres undefined),7,0.97,-11,3,21,-12,1.1,28,3
O=C(OC(C(=O)NCc1ccc2c(c1)OCO2)c1ccccc1F)c1ccco1 (centres undefined),3,1,-14,-3,10,2,0.98,21,8
CCCC(=O)NCCc1cc2ccc(C)c(C)c2[nH]c1=O,15,0.88,-4,12,8,-7,1.1,2,3
CCOC(=O)c1sc(NC(=O)CN(CC)CC)c(C(=O)OCC)c1C,23,0.97,-2,3,-34,0,1,-10,6
O=C(O)CCN(Cc1ccccc1)S(=O)(=O)c1ccc(Cl)cc1F,3,0.97,1,3,1,0,1,6,-23
Cc1c(-c2ccccc2)sc(N)c1C(=O)N1CCOCC1,-13,1.1,-2,-14,20,5,0.95,20,7
FC(F)(F)c1ccc(/C=N/n2c(COc3ccccc3)n[nH]c2=S)cc1,19,0.94,8,6,27,2,0.98,38,18
O=C(Cn1ccnc1[N+](=O)[O-])NCc1ccccc1,4,1.1,-2,-7,3,2,0.98,-15,-12
Cc1cccc(C)c1NC(=O)C(C)N1CCCC1 (centres undefined),7,0.89,5,11,-10,-4,1,3,3
COc1ccc(N2C(=O)CSC2c2cccc(F)c2)c(OC)c1 (centres undefined),-16,1.1,-8,-11,30,7,0.93,37,6
Cc1cc(C)nc(SCCCNCc2c(F)cccc2Cl)n1,-2,1,-3,0,-22,2,0.98,-24,0
CCc1cc(=O)oc2c3c(cc(OCC(=O)NCc4ccccn4)c12)OC(C)(C)CC3,4,0.83,-36,17,23,12,0.88,31,6
COC(=O)c1ccccc1NC(=O)C1CC=CCC1C(=O)O (centres undefined),22,0.9,-17,10,-1,7,0.93,10,-10
O=C(NNc1cccc(Cl)c1)c1cccnc1Oc1ccccc1,22,1,6,-5,2,4,0.96,-14,-8
CN(C)Cc1nnnn1-c1ccccc1,0,0.9,-1,10,18,-6,1.1,3,-28
